Screening data as filed in PubChem BioAssay.
IL2 activator – activates IL-2 in a cell-based reporter assay; IL-2 activation reporter assay, cell-based qHTS; stimulated with anti-CD3/CD4/CD28 beads; in transgenic mouse T cells; AID 652025; 360,000 tested, 0.065% active; activation, % (series mostly up to about 46 µM); in the data active = activation above about 50%; inconclusive = mostly about 30% to 49%; note: 0% is about no effect
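Quantitative HTS in unstimulated transgenic mouse T cells, with memory T cells as non-tolerant control and PMA/ionomycin as tolerance-bypass control. Compound pretreatment lasted 60 minutes before 18 h bead stimulation; EGFP/DsRed fluorescence read.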
D3 ag – D3 dopamine receptor (human) agonism. P35462. 410,000 tested, 0.58% active. D3R DiscoveRx beta-arrestin cells, luminescence, 90 min. max activation, %; in the data active = max activation above about 30%; note: 0% is about no effect; mostly tested at two doses, the higher about 12 µM
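Cells at 1500/well, incubated overnight, then treated with pinned compounds (dopamine as control) for 90 min at 37 degrees C. DiscoveRx reagent added for 30 - 60 minutes at room temperature; luminescence read.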
WRN inhibitor – inhibitors of human WRN helicase; Q14191; WRN helicase unwinding, fluorescent forked duplex, kinetic; Potency, µM (highest dose often 114 µM), for inactives: at the highest dose activity change, negative = inhibition, usual class: inhibitors; 360,000 tested, 0.46% active; AID 651768; note: potency is the fitted concentration of half-maximal effect; % is set by controls: 0 for no effect and ±100 for the full control effect; nearly all actives have a fitted effect of over 55% in size
Target sequence (Q14191 whole entry, looked up): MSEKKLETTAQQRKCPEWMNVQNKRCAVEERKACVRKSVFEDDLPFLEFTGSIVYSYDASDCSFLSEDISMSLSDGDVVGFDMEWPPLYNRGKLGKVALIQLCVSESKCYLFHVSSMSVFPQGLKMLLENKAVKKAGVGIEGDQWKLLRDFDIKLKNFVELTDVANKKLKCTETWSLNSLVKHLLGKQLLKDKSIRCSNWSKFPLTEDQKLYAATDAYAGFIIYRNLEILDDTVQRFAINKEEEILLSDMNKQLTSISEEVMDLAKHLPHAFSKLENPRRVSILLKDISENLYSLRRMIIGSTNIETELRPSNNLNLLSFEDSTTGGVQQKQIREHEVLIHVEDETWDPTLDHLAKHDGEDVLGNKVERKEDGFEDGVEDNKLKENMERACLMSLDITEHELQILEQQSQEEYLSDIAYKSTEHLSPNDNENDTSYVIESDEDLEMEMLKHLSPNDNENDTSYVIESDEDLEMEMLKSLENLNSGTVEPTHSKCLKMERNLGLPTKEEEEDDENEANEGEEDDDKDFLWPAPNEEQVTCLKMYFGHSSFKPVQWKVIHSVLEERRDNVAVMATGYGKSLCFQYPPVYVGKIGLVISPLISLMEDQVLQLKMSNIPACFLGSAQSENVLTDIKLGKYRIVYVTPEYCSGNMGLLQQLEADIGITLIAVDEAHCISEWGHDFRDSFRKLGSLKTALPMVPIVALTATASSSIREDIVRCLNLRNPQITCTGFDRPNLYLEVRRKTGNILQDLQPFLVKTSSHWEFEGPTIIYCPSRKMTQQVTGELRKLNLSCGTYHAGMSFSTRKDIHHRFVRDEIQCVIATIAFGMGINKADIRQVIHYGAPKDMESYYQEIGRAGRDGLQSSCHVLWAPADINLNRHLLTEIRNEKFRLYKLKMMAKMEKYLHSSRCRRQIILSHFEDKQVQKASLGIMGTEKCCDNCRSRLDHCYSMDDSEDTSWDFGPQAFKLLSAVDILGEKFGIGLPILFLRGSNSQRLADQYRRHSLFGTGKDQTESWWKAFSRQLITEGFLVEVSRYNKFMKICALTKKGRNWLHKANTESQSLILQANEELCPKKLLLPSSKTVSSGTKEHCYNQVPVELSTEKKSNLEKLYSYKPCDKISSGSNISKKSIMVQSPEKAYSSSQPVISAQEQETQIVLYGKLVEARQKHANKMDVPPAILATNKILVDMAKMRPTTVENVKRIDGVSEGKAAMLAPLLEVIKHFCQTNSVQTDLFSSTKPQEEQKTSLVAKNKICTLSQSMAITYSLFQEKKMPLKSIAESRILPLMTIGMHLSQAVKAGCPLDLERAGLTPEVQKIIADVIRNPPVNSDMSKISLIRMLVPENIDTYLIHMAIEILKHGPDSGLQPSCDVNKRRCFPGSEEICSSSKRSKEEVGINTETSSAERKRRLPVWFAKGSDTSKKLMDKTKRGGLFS
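Kinetic red-fluorescence monitoring (525/598 nm) tracks WRN helicase activity after 100 nM fluorophore-quencher forked duplex and 2 mM ATP are added to 20 nM enzyme pretreated 15 min at room temperature with compound.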
GLP-1R inv ag – acts as inverse agonist at human GLP-1 receptor; HEK293 GLP-1R CRE-luciferase, luminescence, 24 h; GLP-1R form is constitutively active; Potency, µM (top dose mostly 38.3 µM), for inactives: at the highest dose activity change, negative = inhibition, most hits filed as inhibitors; 410,000 tested, 1.6% active; note: potency is the fitted concentration of half-maximal effect; % is set by controls: 0 for no effect and ±100 for the full control effect; nearly all actives have a fitted effect of over 55% in size
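Assay principle: reduced luminescence from a cAMP-responsive reporter in HEK293 cells co-expressing a constitutively active GLP-1R. Conditions: 24 hr compound incubation, 37 deg C, 5% CO2.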
PI5P4K alpha inh – blocks human PI5P4K alpha kinase activity; 330,000 tested, 1.2% active; PI5P4Kalpha enzyme, ADP-Glo luminescence, 60 min; active compounds read low; max response, %; P48426; active = max response of -50% or lower; inconclusive = between -30% and -50%; inactive = -30% or higher; note: value at the top dose of about 77 µM; % is set by controls: 0 for no effect and ±100 for the full control effect
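Controls without substrate or without enzyme flank wells where PI5P4Kalpha converts substrate using 5 microM ATP (final). Incubation lasts 60 minutes at room temperature; ADP formed is read by ADP-Glo luminescence.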
D3 antag – D3 dopamine receptor (human) antagonism | P35462 | max response, negative = inhibition, % | 360,000 tested, 2.5% active | D3R cells, DiscoveRx beta-arrestin luminescence, antagonist mode; active compounds read low; in the data active = max response below about -50%; inconclusive = no clear call, values can overlap the other calls; note: % is set by controls: 0 for no effect and ±100 for the full control effect; mostly tested at two doses, the higher about 12 µM
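Cells plated overnight at 1500 cells/well, then exposed to library compounds with dopamine controls for 90 minutes at 37 degrees C. DiscoveRx reagent added for 30–60 minutes at room temperature; luminescence read, quantitative HTS format.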
GLP-1R agonist – agonists of human GLP-1 receptor; P43220; HEK293 GLP-1R CRE-luciferase, luminescence, 4-6 h; cells express a hypersensitive GLP-1R form; Potency, µM (top dose mostly 45.6 µM), for the others: at the highest dose activation, most hits filed as activators; 380,000 tested, 0.007% active; AID 624172; note: potency is the fitted concentration of half-maximal effect; % of control where 0% means no effect
GLP1R cytotox – cytotoxicity counter-screen for GLP-1 receptor inverse agonists. HEK293 cAMP-luciferase reporter cells, luminescence, 24 h. Potency, µM (titrated, usually from 38.3 µM), without a hit: top-dose activity change, negative = inhibition, hits mostly inhibitors. 410,000 tested, 0.13% active. AID 624418;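 note: loss of luciferase light is scored as toxicity; potency is the fitted concentration of half-maximal effect; % is set by controls: 0 for no effect and ±100 for the full control effect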
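Luminescence readout: signal drop marks cytotoxicity. Plated cells grew 12 h at 37 °C, 5% CO2, received 23 nL compound for 24 h, then got luciferase reagent, read after 12 min at RT.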
PLK1 PBD inh – inhibitors of human PLK1 polo-box domain binding; P53350; Plk1 PBD binding of FITC phosphopeptide, fluorescence polarization; Potency, µM, for the others: max response, negative = inhibition, actives largely listed as inhibitors; 360,000 tested, 2.8% active; AID 720504; note: potency is the fitted concentration of half-maximal effect; series mostly up to about 57 µM; % is set by controls: 0 for no effect and ±100 for the full control effect; nearly all actives have a fitted effect of over 65% in size
An asterisk follows results filed as active; [ ] = another dose, or the depositor's remark. Unless noted, calls come from the whole dose curve; as a rule, active = well fitted curve in the direction sought with a large enough effect; inconclusive = small, poorly fitted or top-dose-only effect, or another doubt; inactive = no such curve, though single readings can be large; an effect the other way counts as inactive or inconclusive. An unsorted share of the library. Share with any hit: about 7.8%.

Results for CCC(C)NS(=O)(=O)c1ccc(NC(C)=O)cc1 (stereo not drawn) ?
IL2 activator: -2.5; D3 ag: 3; WRN inhibitor: -9%; GLP-1R inv ag: -12%; D3 antag: 8; GLP-1R agonist: -6%; GLP1R cytotox: -13%; PLK1 PBD inh: -3%

Results for CCn1ncc(Br)c1C(=O)Nc1c(C)nn(Cc2c(F)c(F)c(F)c(F)c2F)c1C ?
IL2 activator: 2.6; D3 ag: -6; WRN inhibitor: -11%; GLP-1R inv ag: inconclusive; PI5P4K alpha inh: -1; D3 antag: 16; GLP-1R agonist: 10%; GLP1R cytotox: 1%; PLK1 PBD inh: -7%

Results for C=CCn1c(SCCOc2ccc(OC)cc2)nnc1C(CO)NC(=O)c1ccc(OC)cc1 (stereo not drawn) ?
IL2 activator: 1.4; D3 ag: 9; WRN inhibitor: 8%; GLP-1R inv ag: 0%; D3 antag: -11; GLP-1R agonist: 19%; GLP1R cytotox: 1%; PLK1 PBD inh: -7%

How did C/C(=N\NC(=O)c1ccc(Cl)cc1)c1cccc(NC(=O)C(C)C)c1 do in these assays?
IL2 activator: -0.4; D3 ag: 0; WRN inhibitor: 3%; GLP-1R inv ag: -18%; PI5P4K alpha inh: 3; D3 antag: inconclusive; GLP-1R agonist: -1%; GLP1R cytotox: -3%; PLK1 PBD inh: 3%

How did O=C(COC(=O)C1CC(=O)N(c2nc(-c3ccccc3)cs2)C1)c1ccccc1 (stereo not drawn) do in these assays?
IL2 activator: -2.4; D3 ag: 3; WRN inhibitor: -8%; GLP-1R inv ag: -23%; D3 antag: 19; GLP-1R agonist: 0%; GLP1R cytotox: -25%; PLK1 PBD inh: -7%

Results for COc1cccc(OCc2cc(C(=O)N(C)CCOc3ccc(C)cc3)no2)c1 ?
IL2 activator: -3.5; D3 ag: 3; WRN inhibitor: -5%; GLP-1R inv ag: inconclusive; PI5P4K alpha inh: 20; D3 antag: 3; GLP-1R agonist: 12%; GLP1R cytotox: inconclusive; PLK1 PBD inh: -9%

Results for C=CCOC(=O)C1=C[C@@H](c2ccc3c(c2)OCO3)C[C@@H](OCCCCO)O1 ?
IL2 activator: -3.4; D3 ag: -22; WRN inhibitor: -9%[57.1 µM]; GLP-1R inv ag: 11%; PI5P4K alpha inh: -12; D3 antag: -21; GLP-1R agonist: 2%; GLP1R cytotox: 3%; PLK1 PBD inh: -27%

How did CCOC(=O)c1c(NC(=O)CN2C(=O)NC3(CCCCC3C)C2=O)sc(C)c1C (stereo not drawn) do in these assays?
IL2 activator: -0.8; D3 ag: -7; WRN inhibitor: -6%; GLP-1R inv ag: inconclusive; PI5P4K alpha inh: -5; D3 antag: -6; GLP-1R agonist: 17%; GLP1R cytotox: -8%; PLK1 PBD inh: -2%

How did Cc1cc(C)c2nc(N3CCCC(C(=O)NC4CCCC4)C3)sc2c1 (stereo not drawn) do in these assays?
IL2 activator: -3.3; D3 ag: -3; WRN inhibitor: 7%; GLP-1R inv ag: 12%; PI5P4K alpha inh: -3; D3 antag: 0; GLP-1R agonist: -3%; GLP1R cytotox: -4%; PLK1 PBD inh: -8%

What do the screens show for `CCC(C)NC(=O)NC(=O)N(C1CCCCC1)S(C)(=O)=O` (stereo not drawn)?
IL2 activator: -0.7; D3 ag: -4; WRN inhibitor: 3%; GLP-1R inv ag: 9%; PI5P4K alpha inh: 1; D3 antag: -6; GLP-1R agonist: -4%; GLP1R cytotox: -9%; PLK1 PBD inh: -1%

What do the screens show for `COc1ccc(/C=C2/CCCC(CN(C)C)C2=O)cc1` (stereo not drawn)?
IL2 activator: -8.0; D3 ag: -16; WRN inhibitor: inconclusive; GLP-1R inv ag: inconclusive; PI5P4K alpha inh: 2; D3 antag: inconclusive; GLP-1R agonist: 1%; GLP1R cytotox: -11%; PLK1 PBD inh: 24µM*

What do the screens show for `CCCC(=O)Nc1ccc(C(=O)Nc2cc(C(F)(F)F)ccc2Cl)cc1`?
IL2 activator: 0.6; D3 ag: 5; WRN inhibitor: 3%; GLP-1R inv ag: 6.3µM*; PI5P4K alpha inh: -7; D3 antag: 20; GLP-1R agonist: -2%; GLP1R cytotox: inconclusive; PLK1 PBD inh: 0%

Results for Cc1cccc(C(=O)Nc2ccccc2SCC2CSc3nc4ccccc4c(=O)n32)c1 (stereo not drawn) ?
IL2 activator: -0.1; D3 ag: 5; WRN inhibitor: -8%; GLP-1R inv ag: inconclusive; PI5P4K alpha inh: -4; D3 antag: -4; GLP-1R agonist: -7%; GLP1R cytotox: inconclusive; PLK1 PBD inh: -7%

How did COc1cc(NC(=O)c2ccccc2Cl)ccc1NC(=O)c1cccs1 do in these assays?
IL2 activator: -1.3; D3 ag: -11; WRN inhibitor: -10%; GLP-1R inv ag: 31%[activator]; PI5P4K alpha inh: -6; D3 antag: -19; GLP-1R agonist: 6%; GLP1R cytotox: -7%; PLK1 PBD inh: -13%

Results for CC(C)(C)C(=O)OCc1cn(-c2ccc(Cl)cc2)nn1 ?
IL2 activator: -0.9; D3 ag: 0; WRN inhibitor: 6%; GLP-1R inv ag: -4%; PI5P4K alpha inh: 2; D3 antag: 24; GLP-1R agonist: 0%; GLP1R cytotox: 7%; PLK1 PBD inh: -3%

How did Cc1cccc(N(CC(=O)NC2CCCCC2)C(=O)c2ccc(C)s2)c1 do in these assays?
IL2 activator: -0.8; D3 ag: 0; WRN inhibitor: -8%; GLP-1R inv ag: -1%; D3 antag: 10; GLP-1R agonist: -5%; GLP1R cytotox: -3%; PLK1 PBD inh: -5%

How did CN(C)CCC1CCN(c2cc(C#N)c(C#N)cc2[N+](=O)[O-])CC1 do in these assays?
IL2 activator: -0.6; D3 ag: -6; WRN inhibitor: 2%; GLP-1R inv ag: -17%; PI5P4K alpha inh: -2; D3 antag: inconclusive; GLP-1R agonist: 1%; GLP1R cytotox: 1%; PLK1 PBD inh: -21%

What do the screens show for `O=C(COC(=O)/C=C/c1cccc([N+](=O)[O-])c1)NCC1CCCO1` (stereo not drawn)?
IL2 activator: -4.7; D3 ag: 3; WRN inhibitor: -26%; GLP-1R inv ag: 18%; PI5P4K alpha inh: -7; D3 antag: 5; GLP-1R agonist: 7%; GLP1R cytotox: 2%; PLK1 PBD inh: -9%

What do the screens show for `CN(C(=O)OC(C)(C)C)[C@H](Cc1ccccc1)C(=O)N[C@H]1CCCCNC1=O`?
IL2 activator: -0.8; D3 ag: 4; WRN inhibitor: -6%; GLP-1R inv ag: 11%; PI5P4K alpha inh: -4; D3 antag: 27; GLP-1R agonist: -4%; GLP1R cytotox: -5%; PLK1 PBD inh: -6%

How did COc1ccccc1NS(=O)(=O)c1cccc2nsnc12 do in these assays?
IL2 activator: -1.8; D3 ag: -2; WRN inhibitor: -1%; GLP-1R inv ag: 17%; PI5P4K alpha inh: -1; D3 antag: -3; GLP-1R agonist: 2%; GLP1R cytotox: 0%; PLK1 PBD inh: -2%

Results for COc1cc(/C=C(/C#N)c2ccc(C)cc2)ccc1Oc1ccc([N+](=O)[O-])cn1 ?
IL2 activator: 8.1; D3 ag: 8; WRN inhibitor: -17%; GLP-1R inv ag: inconclusive; D3 antag: 1; GLP-1R agonist: 3%; GLP1R cytotox: -3%; PLK1 PBD inh: -2%

How did CCOC(=O)c1c(NC(=O)Cc2ccccc2)sc2c1CCN(CC)C2 do in these assays?
IL2 activator: 0.6; D3 ag: -14; WRN inhibitor: -6%; GLP-1R inv ag: inconclusive; PI5P4K alpha inh: 12; D3 antag: -64*; GLP-1R agonist: inconclusive; GLP1R cytotox: -8%; PLK1 PBD inh: -6%

Results for CCCCCc1cc(=O)oc2c(C(CCN3CCCC3)c3cc(OC)c(OC)c(OC)c3)c(OC)cc(OC)c12 (stereo not drawn) ?
IL2 activator: -0.5; D3 ag: -44; WRN inhibitor: 4%; GLP-1R inv ag: inconclusive; PI5P4K alpha inh: 1; D3 antag: -51*; GLP-1R agonist: 11%; GLP1R cytotox: inconclusive; PLK1 PBD inh: -18%

Results for Cc1ccnc(NC(=O)c2sc3cc(Cl)ccc3c2Cl)c1 ?
IL2 activator: -1.5; D3 ag: 4; WRN inhibitor: 5%; GLP-1R inv ag: 24%; PI5P4K alpha inh: -6; D3 antag: -16; GLP-1R agonist: 3%; GLP1R cytotox: 4%; PLK1 PBD inh: 3%

Results for CCOC(=O)[C@H]1[C@H]2COc3cc(OC)ccc3[C@@H]2N2C(=O)N(c3ccc(Cl)cc3)C(=O)[C@@]12C ?
IL2 activator: -0.1; D3 ag: -4; WRN inhibitor: -5%; GLP-1R inv ag: inconclusive; PI5P4K alpha inh: 27; D3 antag: 0; GLP-1R agonist: -1%; GLP1R cytotox: 1%; PLK1 PBD inh: -8%

Results for CCN(CC)C(=O)CN1C(=O)C(=O)c2ccccc21 ?
IL2 activator: -0.7; D3 ag: 0; WRN inhibitor: 8%; GLP-1R inv ag: 2%; PI5P4K alpha inh: -5; D3 antag: -17; GLP-1R agonist: 14%; GLP1R cytotox: -3%; PLK1 PBD inh: -12%

How did COc1cc(CNc2ccc(CNc3ncn[nH]3)cc2)cc(Cl)c1OCc1ccccc1 do in these assays?
IL2 activator: -0.3; D3 ag: 2; WRN inhibitor: 22%; GLP-1R inv ag: inconclusive; PI5P4K alpha inh: 15; D3 antag: -26; GLP-1R agonist: -2%; GLP1R cytotox: 17%; PLK1 PBD inh: -9%

How did CCOC(=O)CSc1nnc(CNC(=O)c2ccc(S(=O)(=O)N3CCOCC3)cc2)n1C do in these assays?
IL2 activator: 1.7; D3 ag: -13; WRN inhibitor: 13%; GLP-1R inv ag: 10%; PI5P4K alpha inh: -9; D3 antag: -12; GLP-1R agonist: 4%; GLP1R cytotox: 0%; PLK1 PBD inh: -20%
